Tb PFK block = T. brucei PFK enzyme inhibition; O15648; T. brucei PFK, ADP-Glo luminescence; Potency, µM (highest dose often 57.5 µM), inactives show top-dose activity, negative = inhibition, usual class: inhibitors; 330,000 compounds, 0.17% hits; AID 485367;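 note: potency is the fitted concentration of half-maximal effect; 0% = uninhibited 1x PFK enzyme wells and -100% = no-enzyme wells; nearly all actives have a fitted effect of over 60% in size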
Target sequence (O15648 whole entry, looked up): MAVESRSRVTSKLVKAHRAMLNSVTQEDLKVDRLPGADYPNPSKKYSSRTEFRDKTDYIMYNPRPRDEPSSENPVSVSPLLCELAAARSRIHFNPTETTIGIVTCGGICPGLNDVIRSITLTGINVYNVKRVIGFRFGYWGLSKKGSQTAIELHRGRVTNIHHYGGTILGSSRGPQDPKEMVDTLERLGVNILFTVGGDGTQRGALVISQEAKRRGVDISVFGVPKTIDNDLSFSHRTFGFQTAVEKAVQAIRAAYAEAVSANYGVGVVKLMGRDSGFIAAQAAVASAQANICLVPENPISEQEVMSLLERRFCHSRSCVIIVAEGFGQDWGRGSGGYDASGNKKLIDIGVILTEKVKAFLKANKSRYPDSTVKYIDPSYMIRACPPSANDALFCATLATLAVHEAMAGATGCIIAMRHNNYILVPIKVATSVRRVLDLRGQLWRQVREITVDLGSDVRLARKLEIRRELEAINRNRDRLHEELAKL
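ADP-Glo luminescence quantified ADP after 45 min at room temperature, with 1.25 nM T. brucei PFK, 0.1 mM ATP and 0.5 mM fructose-6-phosphate in pH 8.0 TEA buffer. qHTS titrations up to 57 µM; curves classified by quality.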
Chronic BCR inh = inhibitors of chronic active B-cell receptor signaling; Potency, µM (highest dose often 46.1 µM), for inactives: at the top dose ratio change, negative = lower green/red ratio, usual class: inhibitors; AID 493014; ABC-DLBCL IkBa-CBG/CBR reporter, luminescence ratio, 4 h; 340,000 compounds, 0.05% hits; active = well fitted inhibition curve with a large enough effect in the signal ratio, with a control signal flat, not every such curve was filed as active; inconclusive = small, poorly fitted or top-dose-only effect, or effect the other way, or a change in a side signal; the % refers to the signal ratio;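 note: potency is the fitted concentration of half-maximal effect; plate controls were basal doxycycline-induced cells for no effect and cells given 10 µM MG132 for full effect; MG132 reads +100%, hits lower the ratio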
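Concentration-response series (up to 46 uM) were applied to TMD8 dual-reporter cells for 4 h at 37C with doxycycline. Green/red ratio, after filter-overlap correction, defined %Activity; red signal alone was normalised to basal cells and zero luminescence.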
TCR activator = activators of T cell receptors; 330,000 tested, under 10 active; primary human leukocytes, anti-CD3, IL-2 HTRF, 48 h; Potency, µM (doses to about 9.22 µM), for inactives: at the highest dose activation of IL-2 secretion, most hits filed as activators; note: % of control where 0% means no effect
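1) Mix primary human leukocytes, a-CD3 beads and compound. 2) Incubate 48 hr. 3) Add HTRF IL-2 reagents (a-IL-2-K, a-IL-2-d2).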
hERG WT inh = inhibitors of human wildtype KCNH2 potassium channel; 340,000 compounds, 0.37% hits; Q12809; U2OS, BacMam KCNH2, thallium flux FluxOr; active compounds read low; activity change, % at 1.84 µM; AID 720551;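 active = maximum activity change below -70%; inconclusive = maximum activity change between -70% and -50%; inactive = maximum activity change above -50%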; note: % is set by controls: 0 for no effect and ±100 for the full control effect
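U2OS cells were transduced with wild-type KCNH2 virus (2.03 x 10^8 / mL) for 4 h at room temperature, then cultured overnight at 37 C. Thallium flux was read with FluxOr dye. Rate constants were normalized to DMSO controls.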
AT treatment = candidate therapy for ataxia-telangiectasia. Potency, µM (series often up to 57.5 µM), without a hit: at the highest dose activation, hits mostly activators. 320,000 compounds, 0.19% hits. AID 485349. […] A-T fibroblasts, KAP-1 phosphorylation AlphaLISA; neocarzinostatin DNA damage 30 min before lysis; note: potency is the fitted concentration of half-maximal effect; % of control where 0% means no effect; nearly all actives have a fitted effect of over 45% in size
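ATM-like activity read as KAP-1 phosphorylation via AlphaLISA donor/acceptor antibody pairs after lysis and 6 hr at 25C. Cells were ATM-null patient fibroblasts ([…], hTERT), dosed 60 min, then exposed to the DSB inducer NCS for 30 min.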
Coupling enz = coupling enzyme interference in Giardia aldolase counter-screen. AID 2472. 290,000 compounds, 0.67% hits. coupling enzyme system counterscreen, AmpLite Red fluorescence. activity change, negative = inhibition, % at 58.2 µM, hits read low; in the data active = activity change below about -30%; note: % is set by controls: 0 for no effect and ±100 for the full control effect
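Final compound at 57.5 uM, incubated 10 min at RT with coupling enzyme reagent (glyceraldehyde-3-phosphate), then 20 min with substrate and AmpLite Red detection. Fluorescence read at 525/598 nm; tests interference with the coupling assay, not aldolase inhibition.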
TSHR antagonist = antagonists of human thyroid stimulating hormone receptor. P16473. TSHR-expressing cells, TSH-stimulated cAMP HTRF, 2 h; active compounds read low. activity change, negative = inhibition, % at 11.5 µM. 330,000 compounds, 0.2% hits;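 active = activity change below a set negative limit, meaning inhibition stronger than a set level, cut at about -70% in these data; inconclusive = activity change between two set negative limits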; note: % is set by controls: 0 for no effect and ±100 for the full control effect
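Antagonism was scored as loss of TSH-driven cAMP in TSHR cells, stimulated with 4nM TSH (EC80) for 2 hours at 37 deg C and detected by homogeneous HTRF competition immunoassay.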
GALK inhibitor = galactokinase (human) inhibition; 270,000 compounds, 0.007% hits; Potency, µM (titrated, usually from 57.5 µM), for inactives: top-dose activity change, negative = inhibition, hits mostly inhibitors; Purified GALK, Kinase-Glo residual ATP luminescence; note: potency is the fitted concentration of half-maximal effect; % is set by controls: 0 for no effect and ±100 for the full control effect
Target sequence (P51570 whole entry, looked up): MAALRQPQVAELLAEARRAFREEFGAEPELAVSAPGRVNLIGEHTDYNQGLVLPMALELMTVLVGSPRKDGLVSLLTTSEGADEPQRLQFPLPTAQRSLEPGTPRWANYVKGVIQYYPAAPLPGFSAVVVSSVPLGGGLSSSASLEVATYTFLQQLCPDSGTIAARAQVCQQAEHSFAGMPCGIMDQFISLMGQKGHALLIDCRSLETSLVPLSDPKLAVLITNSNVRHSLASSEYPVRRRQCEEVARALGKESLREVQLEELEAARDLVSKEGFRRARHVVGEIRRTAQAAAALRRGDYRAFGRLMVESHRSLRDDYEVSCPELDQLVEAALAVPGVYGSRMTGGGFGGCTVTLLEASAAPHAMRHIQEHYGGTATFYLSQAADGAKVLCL
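Luminescence from leftover ATP (Ultra-Glo luciferase/luciferin) served as read-out after a 1 h room-temperature reaction of 5 nM GALK with 35 uM ATP and 100 uM galactose.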
Giardia killer = kills Giardia lamblia | Giardia lamblia trophozoite viability | activity change, % at 7.66 µM, hits read low | 340,000 compounds, 0.15% hits | AID 540267; in the data active = activity change below about -80%; inconclusive = between about -30% and that limit;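 note: parasites exposed to compound for two days anaerobically before the ATP read; % is set by controls: 0 for no effect and ±100 for the full control effect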
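Viability, read as ATP luminescence: trophozoites at 100 cells/well, compound added, 48 hrs anaerobic at 37 deg C, then 15-30 min room-temperature development before reading.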
CXXC DNA block = MLL CXXC-DNA interaction inhibition; MLL-CXXC / FITC-HOXA9 DNA fluorescence polarization; Potency, µM (series often up to 115 µM), for the others: top-dose activity change, negative = inhibition, hits mostly inhibitors; 290,000 compounds, 0.037% hits; AID 2662; active = well fitted inhibition curve with a large enough effect in the polarisation, with a control signal flat, not every such curve was filed as active; inconclusive = small, poorly fitted or top-dose-only effect, or effect the other way, or a change in a side signal; inactive = no such curve, though single readings can be large or run the other way; the % refers to the polarisation; note: potency is the fitted concentration of half-maximal effect
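Fluorescence polarization: 7 uM MLL-CXXC (stock) preincubated 5 min with compounds, then 50 nM fluorescein-HOX-A9 DNA (stock) added; 30 min ambient. Buffer 50 mM Tris-HCl pH 7.5, 50 mM NaCl, 1 mM DTT, 0.05% BSA.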
* marks the source's active call; other numbers are inactive results; ? = inconclusive; / = no result given; [ ] = another dose, or the depositor's remark. Unless noted, calls come from the whole dose curve; as a rule, active = well fitted curve in the direction sought with a large enough effect; inconclusive = small, poorly fitted or top-dose-only effect, or another doubt; inactive = no such curve, though single readings can be large; an effect the other way counts as inactive or inconclusive.

SMILES	Tb PFK block	Chronic BCR inh	TCR activator	hERG WT inh	AT treatment	Coupling enz	TSHR antagonist	GALK inhibitor	Giardia killer	CXXC DNA block
COc1cc(/C=C/C(=O)OCC(=O)c2ccc(S(=O)(=O)N3CCCCC3)cc2)cc(OC)c1OC	2%	1%	-3%	0	-2%	/	2	/	12	/
CC12CCC(=O)N1C(C(=O)NCc1ccccc1Cl)CS2 (stereo not drawn)	-2%	4%	-6%	-11	2%	/	24	/	-2	/
COc1cc(/C=N/NC(=O)CCNC(=O)c2ccccc2Cl)ccc1O	2%	-3%	-3%	/	5%	2	-8	12%	-8	-10%
COc1ccc(CCNC(=O)c2ccccc2SC)cc1	-4%	-6%	-36%	-12	-5%	0	8	1%	10	?
Cc1cccc2nc(CSc3nc4[nH]ncc4c(=O)n3-c3ccccc3Cl)cc(=O)n12	-3%	?	-1%	-9	-26%	0	-3	/	-5	1%
COc1ccccc1C(=O)NCCC(=O)NCC(c1ccccc1OC)N1CCCC1 (stereo not drawn)	0%	0%	-4%	8	2%	/	2	/	13	/
Cc1cc(NC(=O)Cn2cnc3c2c(=O)n(C)c(=O)n3C)n(-c2ccccc2)n1	-1%	12%	4%	-1	5%	2	10	-2%	10	3%
CCn1c(NC(=O)c2ccccc2)c(-c2cccs2)c(=O)c2ccccc21	3%	17%	/	15	/	0	1	3%	-8	-4%
Cc1ccc(C(=O)c2ccc(N3CCOCC3)c(F)c2)cc1	2%	-1%	1%[46.1 µM]	-2	/	-3	-7	1%	-11	5%
COc1ccc(/C=C(\NC(=O)c2ccc(C)cc2)C(=O)NCCN2CCOCC2)cc1	5%	-5%	-2%	-48	0%	-2	4	-2%	6	0%
O=C(Nc1ccc2[nH]ncc2c1)c1ccc(F)cc1	0%	?	-5%	7	-12%	0	6	0%	-30	9%
Cc1cc(C)c2c(C)c(C(=O)Nc3c(C)n(C)n(-c4ccccc4)c3=O)oc2c1	-1%	-10%	-1%[46.1 µM]	6	-1%	14	2	/	3	3%
FC(F)(F)c1nc(-c2ccccc2)ncc1-c1nnnn1-c1ccccc1	-6%	-10%	-13%	7	20%	1	2	/	-30	-9%
CN(C)c1ccc(Nc2nc(N)c([N+](=O)[O-])c(N3CCOCC3)n2)cc1	-1%	0%	11%[46.1 µM]	3	-11%	-7	-10	1%	17	-5%
O=C(NC(=S)Nc1cccc([N+](=O)[O-])c1)C1CCCCC1	4%	1%	-3%	?	4%	/	2	-1%	-7	10%
C/C=C/C(=O)Nc1nnc(-c2ccccc2C)s1	2%	14%	10%	-1	0%	3	3	-5%	1	13%
Cn1nnnc1SCC(=O)c1ccc(Br)s1	1%	-2%	7%	-1	-5%	9	1	3%	4	-9%
Cc1cccc(C2=NC(C(F)(F)F)(C(F)(F)F)c3c(n(-c4ccc(F)cc4)c(=O)[nH]c3=O)N2)c1	-4%	?	3%[46.1 µM]	1	-3%	-2	-11	0%	-6	3%
O=C(CN1C(=O)c2ccccc2S1(=O)=O)N1CCN(Cc2ccc3c(c2)OCO3)CC1	1%	?	-1%	-46	1%	0	-6	1%	-6	-4%
CC(C)OCCCn1c(=S)[nH]c2ncccc2c1=O	-2%	5%	0%	-12	-5%	4	-1	0%	3	0%

Pulled by compound from the entries so far (two):
SMILES	Tb PFK block	Chronic BCR inh	TCR activator	hERG WT inh	AT treatment	Coupling enz	TSHR antagonist	GALK inhibitor	Giardia killer	CXXC DNA block
Cc1cccc2nc(CSc3nc4[nH]ncc4c(=O)n3-c3ccccc3Cl)cc(=O)n12	-3%	?	-1%	-9	-26%	0	-3	/	-5	1%
Cn1nnnc1SCC(=O)c1ccc(Br)s1	1%	-2%	7%	-1	-5%	9	1	3%	4	-9%

The results go on.
SMILES	Tb PFK block	Chronic BCR inh	TCR activator	hERG WT inh	AT treatment	Coupling enz	TSHR antagonist	GALK inhibitor	Giardia killer	CXXC DNA block
O=C(CSc1ccc2c(c1)OCCO2)Nc1ccc(Br)cc1	0%	3%	-2%	-21	2%	-2	0	0%	25	-17%
CCC1(C)Cc2nc(Cl)c(C#N)cc2CO1 (stereo not drawn)	-13%	0%	-6%	3	-5%	4	-2	/	27	-17%
COc1ccc(Cl)cc1NC(=O)c1[nH]c(C)c(C(C)=O)c1C	2%	-11%	-2%	-6	16%	1	-1	0%	22	-4%
CC(C)N(Cc1ccccc1)C(=O)c1cnc2n(c1=O)CCS2	4%	6%	-1%	5	5%	1	3	0%	-4	-3%
FC(F)(F)c1ccccc1NC(=S)N/N=C1\CC2CC=CC12 (stereo not drawn)	-12%	?	-3%	8	?	-5	29	6%	13	-8%
CC(=O)c1c(C(C)=O)c(C)n(NC(=O)c2cccnc2)c1C	1%	3%	1%	1	-2%	4	6	4%	7	2%
CCN(Cc1ccccc1)C(=O)CC1Oc2ccccc2NC1=O (stereo not drawn)	-7%	?	-3%	-3	14%	-1	-8	2%	2	-3%
COC(=O)CCC(=O)N1CCCC(N2CCN(c3cccc(C(F)(F)F)c3)CC2)C1 (stereo not drawn)	-1%	0%	/	15	-1%	-1	4	-5%	-13	1%
COc1cc(CC(=O)Nc2ccc(N3CCOCC3)cc2)cc(OC)c1OC	0%	-5%	2%	1	0%	-1	3	6%	-1	-4%
CCS(=O)(=O)Nc1ccc(C(=O)NCCSc2ccccc2)cc1	3%	3%	5%	4	-4%	0	-10	1%	0	2%
CCOC(=O)Cc1csc(NC(=O)CSc2nnnn2-c2ccc(C)cc2C)n1	-6%	9%	-1%[46.1 µM]	1	/	0	-6	0%	-12	9%
CCOC(=O)C1(Cc2ccc(OC)cc2)CCN(C(=O)C2CC(=O)N(C3CC3)C2)CC1 (stereo not drawn)	1%	?	-2%	2	26%	-2	-1	-1%	-19	5%
Cc1nn(C)cc1/C=N/NC(=O)Cn1nnc(N)n1	1%	-1%	4%	-17	-18%	2	1	4%	-13	-5%
Cc1ccc(C2OC(=O)c3ccccc32)cc1 (stereo not drawn)	-5%	?	9%[46.1 µM]	3	2%	-1	-6	1%	15	4%
Cc1ccc(NC(=S)NC(=O)C2CC2)c(C)c1	-3%	?	-1%	-1	8%	/	-8	-1%	8	2%
O=C(O)/C=C\c1cc2c(cc1[N+](=O)[O-])OCO2	5%	?	-6%	-9	-1%	0	-4	-2%	-1	-16%
Cc1ccccc1Oc1ccc(-c2nc(N)nc(N)n2)cc1	-3%	?	7%	-1	-12%	2	-5	-1%	-8	3%
COc1ccccc1C1(O)CC2CCC(C1)N2S(=O)(=O)c1ccc(C(C)=O)cc1 (stereo not drawn)	1%	-14%	-3%	3	1%	-1	-1	6%	5	13%
O=C(/C=C/c1cccc([N+](=O)[O-])c1)NC(=S)Nc1ccc(CN2CCOCC2)cc1	-1%	1%	-2%[46.1 µM]	-19	0%	1	4	/	-19	11%
O=C(Nc1nnc(-c2ccccc2Cl)s1)c1ccccc1F	-3%	?	-8%	-2	-9%	0	-6	/	26	5%

Only TSHR antagonist, for some of the entries so far:
Structure | TSHR antagonist
Cc1ccc(C2OC(=O)c3ccccc32)cc1 (stereo not drawn) | -6
O=C(Nc1nnc(-c2ccccc2Cl)s1)c1ccccc1F | -6
Cc1ccccc1Oc1ccc(-c2nc(N)nc(N)n2)cc1 | -5
CCN(Cc1ccccc1)C(=O)CC1Oc2ccccc2NC1=O (stereo not drawn) | -8
COc1ccccc1C1(O)CC2CCC(C1)N2S(=O)(=O)c1ccc(C(C)=O)cc1 (stereo not drawn) | -1

(list continues)
SMILES	Tb PFK block	Chronic BCR inh	TCR activator	hERG WT inh	AT treatment	Coupling enz	TSHR antagonist	GALK inhibitor	Giardia killer	CXXC DNA block
C=CCNC(=O)CC(=O)N/N=C/c1cccc(Br)c1	-3%	3%	-17%	2	0%	-10	17	1%	-4	-4%
COc1ccc(CCNCC(O)Cn2ccc3ccccc32)cc1OC (stereo not drawn)	-21%	0%	-3%	-3	0%	1	1	/	5	-8%
Oc1ccc(COC2CCCC2)c2cccnc12	-1%	7.3µM*	/	/	-5%	/	-6	/	/	/
CCOCCCn1c(=S)[nH]c2cc(C(=O)N3CCOCC3)ccc2c1=O	-1%	3%	-7%	-12	1%	10	-4	-1%	-16	-1%
CCOC(=O)COc1ccc(S(=O)(=O)Nc2ccc3c(c2)OCO3)cc1	-2%	7%	6%	-4	6%	-2	0	-1%	-15	-1%
